PhoP inhibition: inhibitors of PhoP regulon expression, primary screen, Salmonella Typhimurium, GFP reporter (AID 1863) | S. Typhimurium PhoP-regulated promoter GFP reporter, 4 h; higher % means a stronger effect | inhibition, % at 50 µM; hits with a dose series show IC50 in µM | actives 0.16% (n = 300,000);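 active = inhibition over 29.93%, a cutoff 3 SD above the screen mean, later confirmed by dose response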;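 note: 0% = low Mg2+ inducing control and 100% = high Mg2+ repressing control; strong numbers were not always called active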
NTR1 agonist: NTR1-driven beta-arrestin-GFP spot formation – imaging, U2OS cells, high content, primary screen (AID 493036) | P30989 | agonist mode | activation, % at 20 µM | actives 0.17% (n = 330,000);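 active = activation at or above 40% of the spot to cytoplasm intensity ratio, with at least 20 cells analyzed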;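 note: 0% = DMSO without peptide and 100% = 100 nM NTR1 peptide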
Target sequence (P30989 whole entry, looked up): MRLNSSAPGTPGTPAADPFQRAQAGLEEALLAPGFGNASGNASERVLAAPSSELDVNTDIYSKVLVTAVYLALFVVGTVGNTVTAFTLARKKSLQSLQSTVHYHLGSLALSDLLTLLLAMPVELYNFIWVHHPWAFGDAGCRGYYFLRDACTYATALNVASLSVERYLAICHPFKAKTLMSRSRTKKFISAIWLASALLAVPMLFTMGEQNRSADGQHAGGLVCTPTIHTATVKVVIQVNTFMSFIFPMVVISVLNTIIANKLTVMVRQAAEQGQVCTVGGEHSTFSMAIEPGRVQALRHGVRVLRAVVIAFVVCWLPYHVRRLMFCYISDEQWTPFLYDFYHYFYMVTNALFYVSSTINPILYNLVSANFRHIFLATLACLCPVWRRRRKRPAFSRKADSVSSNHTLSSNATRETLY
Rac1 GTP hydrolysis: MgcRacGAP GTPase-activating activity inhibitors, confirmation, biochemical, ADP Hunter fluorescence | MgcRacGAP-stimulated Rac1 GTP hydrolysis, ADP Hunter fluorescence; higher % means a stronger effect; GST-tagged Rac1 F28L mutant substrate | inhibition, % at 30 µM; hits with a dose series show IC50 in µM | actives 0.6% (n = 340,000);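 active = first-screen hits whose inhibition reached a set limit at any dose in the follow-up dose series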;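 note: fluorescence reports GDP produced by GAP-driven GTP hydrolysis; strong numbers were not always called active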
Myeloid diff MLP: promotes myeloid progenitor differentiation | actives 1% (n = 360,000) | calls only at 10 µM | ER-HoxA9 myeloid progenitors, lysozyme-GFP differentiation, flow cytometry;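 active = normalized GFP-positive differentiation at or above the plate's own cutoff, the solvent-only control mean plus 3 SD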;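 note: cells exposed to compound for four days before flow analysis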
Siah-1 displacement: blockers of Siah-1 interaction with plectin peptide – biochemical, fluorescence polarization, rhodamine-plectin, uHTS, primary screen (AID 1817); displacement, % at 20 µM; hits with a dose series show IC50 in µM; Siah-1 / rhodamine-plectin peptide fluorescence polarization; higher % means a stronger effect; actives 0.02% (n = 290,000);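 active = displacement of at least 50% at 20 µM, with a fluorescence ratio check between 0.3 and a set limit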;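 note: plate controls were Siah plus tracer with DMSO for no effect and tracer alone without Siah for full effect; strong numbers were not always called active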
GPR35 antagonists: GPR35 antagonists blocking zaprinast-driven arrestin recruitment, primary screen, imaging, U2OS, beta-arrestin-GFP, zaprinast agonist (AID 2058). U2OS GPR35 beta-arrestin-GFP translocation imaging, zaprinast antagonism; higher % means a stronger effect. actives 0.052% (n = 290,000). one-dose inhibition, % at 10 µM; IC50 in µM for titrated hits;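 active = inhibition of at least 50% with at least 30 cells and total cytoplasm GFP at most 10,000,000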
HIV fusion peptide: inhibitors of HIV fusion peptide binding, primary screen, biochemical, uHTS, fluorescence dequenching (AID 1986); cell-free peptide binding, fluorescence dequenching, 30 min; higher % means a stronger effect; inhibition, % at 20 µM, or IC50 in µM where a hit was titrated; actives 0.3% (n = 290,000); in the data active = inhibition mostly above about 52%, no sharp cut-off; inactive = mostly below about 76%; note: some results filed as inactive read as strong as hits
GPR55 LPI antagonism: GPR55 antagonists blocking LPI-driven arrestin recruitment, primary screen, imaging, U2OS, beta-arrestin-GFP, LPI agonist (AID 2013); inhibition, % at 10 µM, or IC50 in µM where a hit was titrated; actives 0.13% (n = 290,000); U2OS GPR55 beta-arrestin-GFP translocation imaging, LPI antagonism; higher % means a stronger effect;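 active = spots per cell inhibited over 60%, with over 100 cells counted and total cytoplasm intensity under 500,000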;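 note: U2OS cells stably carrying GPR55 and arrestin-GFP stimulated by 5 µM LPI near EC80; imaged beta-arrestin-GFP aggregate spots per cell after agonist stimulation; plate controls were LPI-stimulated DMSO wells for no effect and DMSO wells without LPI for full effect; some results filed as inactive read as strong as hits; confirmed hits need IC50 under 10 µM and bright autofluorescent wells are also inconclusive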
LYP phosphatase: inhibitors of LYP phosphatase, biochemical, fluorescence intensity, uHTS (AID 1779); inhibition, % at 11.5 µM, or IC50 in µM where a hit was titrated; recombinant LYP phosphatase, fluorescence intensity; higher % means a stronger effect; actives 0.054% (n = 290,000); in the data active = inhibition above about 50%;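 note: plate controls were vehicle with enzyme for no effect and no enzyme for full effect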
NTR1 agonist cell count 20 µM: second read-out of NTR1 agonist, no call of its own (marks repeat the call); cell count; measured here: cell count, cytotoxicity flag
Myeloid diff MLP GFP+ MAC1+ %: further read-out of Myeloid diff MLP, marked with its call; GFP+ MAC1+ double positive, %; measured here: differentiation confirmed by MAC1 staining
Active calls of the source: *.

Start of the data: the first two entries, ahead of the listing:
COc1ccc(CNC(=O)Cn2ccc3cc(S(=O)(=O)N4CCCC4)ccc32)cc1OC was read as PhoP inhibition -1%, NTR1 agonist 0.3, Rac1 GTP hydrolysis 8%, Myeloid diff MLP inactive, Siah-1 displacement 1%, GPR35 antagonists 4%, HIV fusion peptide -1.4%, GPR55 LPI antagonism 3%, LYP phosphatase -8%, NTR1 agonist cell count 20 µM 67 and Myeloid diff MLP GFP+ MAC1+ % 0.8.
`CCN1C(=O)[C@H]2[C@@H](c3ccc(-c4cccc(Cl)c4)c(OC)c3)N[C@@](Cc3ccccc3)(C(=O)OC)[C@H]2C1=O` gave PhoP inhibition -6%, NTR1 agonist 3.0, Rac1 GTP hydrolysis 4%, Myeloid diff MLP inactive, NTR1 agonist cell count 20 µM 67 and Myeloid diff MLP GFP+ MAC1+ % 1.9.

The whole of this part, repeating the preview:
COc1ccc(CNC(=O)Cn2ccc3cc(S(=O)(=O)N4CCCC4)ccc32)cc1OC was read as PhoP inhibition -1%, NTR1 agonist 0.3, Rac1 GTP hydrolysis 8%, Myeloid diff MLP inactive, Siah-1 displacement 1%, GPR35 antagonists 4%, HIV fusion peptide -1.4%, GPR55 LPI antagonism 3%, LYP phosphatase -8%, NTR1 agonist cell count 20 µM 67 and Myeloid diff MLP GFP+ MAC1+ % 0.8.
`CCN1C(=O)[C@H]2[C@@H](c3ccc(-c4cccc(Cl)c4)c(OC)c3)N[C@@](Cc3ccccc3)(C(=O)OC)[C@H]2C1=O` gave PhoP inhibition -6%, NTR1 agonist 3.0, Rac1 GTP hydrolysis 4%, Myeloid diff MLP inactive, NTR1 agonist cell count 20 µM 67 and Myeloid diff MLP GFP+ MAC1+ % 1.9.
Screening O=C(CN(Cc1ccccc1Cl)C(=O)CCC(=O)Nc1nccs1)NCC1CCCO1 (centres undefined) returned PhoP inhibition 3%, NTR1 agonist -1.7, Rac1 GTP hydrolysis -1%, Myeloid diff MLP inactive, Siah-1 displacement 3%, GPR35 antagonists 4%, HIV fusion peptide 0.5%, GPR55 LPI antagonism 1%, LYP phosphatase -7%, NTR1 agonist cell count 20 µM 51 and Myeloid diff MLP GFP+ MAC1+ % 3.0.
Screening CCc1ccc(N(CC(=O)NCc2ccc3c(c2)OCO3)C(=O)c2csnn2)cc1 returned PhoP inhibition -7%, NTR1 agonist -0.4, Rac1 GTP hydrolysis 4%, Myeloid diff MLP inactive, Siah-1 displacement 0%, GPR35 antagonists 16%, HIV fusion peptide 2.2%, GPR55 LPI antagonism 9%, LYP phosphatase -13%, NTR1 agonist cell count 20 µM 45 and Myeloid diff MLP GFP+ MAC1+ % 0.4.
CCCCNC(=O)NC1(C(F)(F)F)Oc2ccccc2O1 was read as PhoP inhibition 11%, NTR1 agonist 0.2, Rac1 GTP hydrolysis 9%, Myeloid diff MLP inactive, Siah-1 displacement 5%, GPR35 antagonists -11%, HIV fusion peptide -1.7%, GPR55 LPI antagonism -3%, LYP phosphatase -8%, NTR1 agonist cell count 20 µM 80 and Myeloid diff MLP GFP+ MAC1+ % 0.8.
For COc1ccc2cc(S(=O)(=O)NC3CC(C)(C)NC(C)(C)C3)ccc2c1 the results were PhoP inhibition -2%, NTR1 agonist 0.1, Rac1 GTP hydrolysis 6%, Myeloid diff MLP inactive, Siah-1 displacement 4%, GPR35 antagonists -8%, HIV fusion peptide -0.3%, GPR55 LPI antagonism 14%, LYP phosphatase -4%, NTR1 agonist cell count 20 µM 60 and Myeloid diff MLP GFP+ MAC1+ % 0.5.
Cn1c(=O)[nH]c(=O)c2c1nc(SCC(O)CO)n2Cc1ccccc1Cl (centres undefined) was read as PhoP inhibition 5%, NTR1 agonist 0.2, Rac1 GTP hydrolysis 12%, Myeloid diff MLP inactive, Siah-1 displacement 7%, GPR35 antagonists -8%, HIV fusion peptide 0.6%, GPR55 LPI antagonism 1%, LYP phosphatase -2%, NTR1 agonist cell count 20 µM 40 and Myeloid diff MLP GFP+ MAC1+ % 6.8.
For O=C(Nc1ccccc1)Nc1nnc(COc2ccccc2F)s1 the results were PhoP inhibition -13%, NTR1 agonist 7.9, Rac1 GTP hydrolysis 5%, Myeloid diff MLP inactive, Siah-1 displacement 9%, GPR35 antagonists -5%, HIV fusion peptide 0.7%, GPR55 LPI antagonism 11%, LYP phosphatase -2%, NTR1 agonist cell count 20 µM 40 and Myeloid diff MLP GFP+ MAC1+ % 0.3.
`CN(C)c1ccc(C(O)Cc2nc3ccccc3n2C)cc1` (centres undefined) gave PhoP inhibition -6%, NTR1 agonist 0.5, Rac1 GTP hydrolysis 6%, Myeloid diff MLP inactive, Siah-1 displacement 10%, GPR35 antagonists 11%, HIV fusion peptide 1.7%, GPR55 LPI antagonism 10%, LYP phosphatase -10%, NTR1 agonist cell count 20 µM 54 and Myeloid diff MLP GFP+ MAC1+ % 0.3.
COc1ccc(N(C(=O)C(C)C)S(=O)(=O)c2ccc3c(c2)n(C)c(=O)n3C)cc1 was read as PhoP inhibition 7%, NTR1 agonist 0.0, Rac1 GTP hydrolysis 11%, Myeloid diff MLP inactive, Siah-1 displacement 4%, GPR35 antagonists -1%, HIV fusion peptide -1.0%, GPR55 LPI antagonism 4%, LYP phosphatase 5%, NTR1 agonist cell count 20 µM 56 and Myeloid diff MLP GFP+ MAC1+ % 1.1.
For CCCC(CCC(=O)Nc1nccs1)C(=O)O (centres undefined) the results were PhoP inhibition -2%, NTR1 agonist 0.6, Rac1 GTP hydrolysis 0%, Myeloid diff MLP inactive, Siah-1 displacement 8%, GPR35 antagonists 6%, HIV fusion peptide -1.0%, GPR55 LPI antagonism 8%, LYP phosphatase -3%, NTR1 agonist cell count 20 µM 40 and Myeloid diff MLP GFP+ MAC1+ % 0.2.
`O=C(NCCCn1ccnc1)/C(=C/c1ccccc1)NC(=O)c1ccccc1` gave PhoP inhibition 6%, NTR1 agonist -1.7, Rac1 GTP hydrolysis 9%, Myeloid diff MLP inactive, Siah-1 displacement -4%, GPR35 antagonists 13%, HIV fusion peptide -1.7%, GPR55 LPI antagonism -2%, LYP phosphatase -8%, NTR1 agonist cell count 20 µM 55 and Myeloid diff MLP GFP+ MAC1+ % 0.4.
Screening O=C(CN1CCN(Cc2ccccc2)CC1)NCCNc1ccc([N+](=O)[O-])cn1 returned PhoP inhibition 5%, NTR1 agonist -1.2, Rac1 GTP hydrolysis 4%, Myeloid diff MLP inactive, Siah-1 displacement -6%, GPR35 antagonists 12%, HIV fusion peptide 3.6%, GPR55 LPI antagonism -12%, LYP phosphatase -4%, NTR1 agonist cell count 20 µM 60 and Myeloid diff MLP GFP+ MAC1+ % 0.7.
For CCN(c1cccc(C)c1)S(=O)(=O)c1ccc(-n2cccn2)cc1 the results were PhoP inhibition 1%, NTR1 agonist 1.1, Rac1 GTP hydrolysis 3%, Myeloid diff MLP inactive, Siah-1 displacement -3%, GPR35 antagonists 8%, HIV fusion peptide -1.8%, GPR55 LPI antagonism 3%, LYP phosphatase -11%, NTR1 agonist cell count 20 µM 59 and Myeloid diff MLP GFP+ MAC1+ % 0.6.
For O=C1CCC(C(=O)N2CCN(c3ccccc3)CC2)CN1CC1CCCCC1 (centres undefined) the results were PhoP inhibition -3%, NTR1 agonist -1.2, Rac1 GTP hydrolysis 12%, Myeloid diff MLP inactive, Siah-1 displacement -1%, GPR35 antagonists -3%, HIV fusion peptide -1.4%, GPR55 LPI antagonism -5%, LYP phosphatase -5%, NTR1 agonist cell count 20 µM 71 and Myeloid diff MLP GFP+ MAC1+ % 1.3.
`O=[N+]([O-])c1ccc(CNc2ccc(Cl)cc2)s1` gave PhoP inhibition 10%, NTR1 agonist 0.6, Rac1 GTP hydrolysis 1%, Myeloid diff MLP inactive, Siah-1 displacement -2%, GPR35 antagonists 11%, HIV fusion peptide -0.9%, GPR55 LPI antagonism -1%, LYP phosphatase -6%, NTR1 agonist cell count 20 µM 55 and Myeloid diff MLP GFP+ MAC1+ % 0.2.
For c1cc(-c2ccncc2)ccn1 the results were PhoP inhibition -6%, NTR1 agonist -0.6, Rac1 GTP hydrolysis 11%, Myeloid diff MLP inactive, Siah-1 displacement 2%, GPR35 antagonists 4%, HIV fusion peptide 2.7%, GPR55 LPI antagonism 8%, LYP phosphatase -9%, NTR1 agonist cell count 20 µM 69 and Myeloid diff MLP GFP+ MAC1+ % 0.6.
`COc1cccc(C(=O)N2CCC(N3CC(C)OC(C)C3)CC2)c1` (centres undefined) gave PhoP inhibition 22%, NTR1 agonist -0.1, Rac1 GTP hydrolysis 24%, Myeloid diff MLP inactive, Siah-1 displacement 1%, GPR35 antagonists 6%, HIV fusion peptide 1.7%, GPR55 LPI antagonism 3%, LYP phosphatase 1%, NTR1 agonist cell count 20 µM 70 and Myeloid diff MLP GFP+ MAC1+ % 0.2.
CCOc1ccc2nc(N3CCCC(C(=O)NCCCN4CC(C)CC(C)C4)C3)sc2c1 (centres undefined) was read as PhoP inhibition -4%, NTR1 agonist -1.0, Rac1 GTP hydrolysis 5%, Myeloid diff MLP inactive, Siah-1 displacement -1%, GPR35 antagonists 6%, HIV fusion peptide -1.4%, GPR55 LPI antagonism 3%, LYP phosphatase -11%, NTR1 agonist cell count 20 µM 77 and Myeloid diff MLP GFP+ MAC1+ % 0.0.
For CCNC(=O)N1CCCC(C(=O)c2ccc3cc(OC)ccc3c2)C1 (centres undefined) the results were PhoP inhibition -8%, NTR1 agonist -0.9, Rac1 GTP hydrolysis -4%, Myeloid diff MLP inactive, Siah-1 displacement 0%, GPR35 antagonists 1%, HIV fusion peptide 1.2%, GPR55 LPI antagonism 8%, LYP phosphatase 2%, NTR1 agonist cell count 20 µM 101 and Myeloid diff MLP GFP+ MAC1+ % 0.3.
Screening CC1=CC=CC2=NC(=O)CC(C)(C(=O)N(CC(=O)NC3CCCC3)Cc3ccc(Cl)cc3)N12 (centres undefined) returned PhoP inhibition 3%, NTR1 agonist -0.8, Rac1 GTP hydrolysis 1%, Myeloid diff MLP inactive, Siah-1 displacement 1%, GPR35 antagonists 15%, HIV fusion peptide -0.1%, GPR55 LPI antagonism -5%, LYP phosphatase -10%, NTR1 agonist cell count 20 µM 49 and Myeloid diff MLP GFP+ MAC1+ % 0.3.
`Cc1cc(S(=O)(=O)N2CCOCC2)ccc1OCC(=O)Nc1ccc(F)c(Cl)c1` gave PhoP inhibition 8%, NTR1 agonist 1.4, Rac1 GTP hydrolysis 9%, Myeloid diff MLP inactive, Siah-1 displacement -1%, GPR35 antagonists 7%, HIV fusion peptide 4.0%, GPR55 LPI antagonism 2%, LYP phosphatase -3%, NTR1 agonist cell count 20 µM 56 and Myeloid diff MLP GFP+ MAC1+ % 0.9.

Screening results deposited in PubChem by several laboratories.
